MEKK2wt PB1 HTS = modulators of MEK5 binding to wildtype MEKK2, primary screen, biochemical, multiplex bead flow cytometry, Alexa488-MEK5; 1.1% of 290,000 active; binding response (% of control), % at 10 µM; Mitogen-activated protein kinase kinase kinase 2 (Homo sapiens), Q9Y2U5; Alexa488-MEK5 binding to MEKK2 WT; actives lie on both sides; AID 1531, 2009; in the data active = binding response below about 67% or above about 130%
M18AAP inhibitor = PfM18AAP inhibitors, malaria aminopeptidase, primary screen, biochemical, QFRET, recombinant enzyme; H-Glu-NHMec fluorogenic cleavage; 1.2% of 290,000 active; inhibition, % at 7.35 µM; M18 aspartyl aminopeptidase (Plasmodium falciparum 3D7);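 active = inhibition above the campaign mean inhibition over all tested compounds plus 3 SD, cut at about 28% in these data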;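 note: 0% = plate median of test compound wells and 100% = 2 mM ZnCl2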
GPR7 antag = GPR7 receptor antagonists, primary screen, cell-based, fluorescence, single concentration. Neuropeptides B/W receptor type 1 (Homo sapiens), P48145. GPR7-expressing cells, fluorescence antagonist assay. inhibition, % at 4.4 µM. 1.1% of 290,000 active. AID 1861, 2009; in the data active = inhibition above about 16%, passing the limit was not always enough;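 note: cells stimulated with the agonist NPW; 0% = agonist with vehicle and 100% = vehicle without agonist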
Target sequence (P48145 whole entry, looked up): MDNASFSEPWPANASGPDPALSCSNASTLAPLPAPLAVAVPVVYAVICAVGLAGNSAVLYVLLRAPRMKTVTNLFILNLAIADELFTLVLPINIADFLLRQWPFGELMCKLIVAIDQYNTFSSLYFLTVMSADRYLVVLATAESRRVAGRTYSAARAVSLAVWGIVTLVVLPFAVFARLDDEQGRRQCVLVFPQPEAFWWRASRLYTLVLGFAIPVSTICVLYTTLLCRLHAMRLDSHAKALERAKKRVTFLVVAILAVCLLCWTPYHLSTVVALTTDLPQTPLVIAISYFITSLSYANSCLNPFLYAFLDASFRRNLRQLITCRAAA
OXTR ag = human OXTR agonists, primary screen, fluorescence, CHO-OTR cells, Fluo-8 calcium; Oxytocin receptor (Homo sapiens), P30559; activation, % at 3 µM; 0.32% of 320,000 active; Fluo-8 calcium fluorescence; normalized: DMSO 0%, oxytocin 100%;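 active = activation above the mean of all tested compounds plus 3 SD, cutoff set per screening run, cut at about 20% in these data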;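 note: peak over basal fluorescence ratio from a 100 s FLIPR kinetic read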
Target sequence (P30559 whole entry, looked up): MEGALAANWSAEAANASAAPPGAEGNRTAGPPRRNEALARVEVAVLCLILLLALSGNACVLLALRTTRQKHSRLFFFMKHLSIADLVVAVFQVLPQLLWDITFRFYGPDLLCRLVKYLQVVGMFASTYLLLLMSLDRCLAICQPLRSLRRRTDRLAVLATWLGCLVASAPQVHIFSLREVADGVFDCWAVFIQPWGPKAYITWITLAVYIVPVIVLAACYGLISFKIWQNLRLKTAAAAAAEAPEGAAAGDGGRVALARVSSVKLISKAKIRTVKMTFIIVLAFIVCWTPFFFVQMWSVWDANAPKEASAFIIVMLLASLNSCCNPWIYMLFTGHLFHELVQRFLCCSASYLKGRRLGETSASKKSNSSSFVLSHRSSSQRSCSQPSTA
V1aR counter = agonists of human V1a receptor, primary screen, counter-screen for OXTR agonist project, fluorescence, CHO-V1R cells | 0.25% of 320,000 active | AID 2797, 2010 | activation, % at 3 µM | Vasopressin V1a receptor (Homo sapiens), P37288 | Fluo-8 calcium fluorescence, agonist mode; 0% DMSO, 100% 3 nM vasopressin;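 active = activation above the mean activation of all tested compounds plus 3 SD, per screening run, cut at about 20% in these data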;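 note: signal is peak over basal fluorescence ratio across a 100 second FLIPR read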
NALP1 yeast inh = NALP1 inflammasome inhibitors in reconstituted yeast, colorimetric, S. cerevisiae, triplicate retest. S. cerevisiae NALP1/ASC/caspase-1 growth, X-gal OD620, 72 h. inhibition, % at 10 µM. AID 2071, 2009. 0.61% of 280,000 active; in the data active = inhibition mostly above about 24%, no sharp cut-off; inactive = mostly below about 32%; note: some compounds called inactive have numbers as strong as hits
GalR3 antag = GalR3 antagonists in HEK293 cells, primary screen, cell-based, fluorescence readout. Galanin receptor type 3 (Homo sapiens), O60755. HEK293 GalR3-CNG cAMP membrane potential fluorescence; galR3 body fused to GalR1 C-terminus. inhibition, % at 3 µM. 0.44% of 360,000 active. AID 651719, 2012;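 active = inhibition above the screen-wide average plus 3 SD, cut at about 13% in these data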;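 note: forskolin and galanin both at EC90 stimulate the cells; cAMP rise reported by CNG channel membrane potential dye signal; 0% = forskolin plus galanin with DMSO and 100% = forskolin alone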
Target sequence (O60755 1-299 limits assumed): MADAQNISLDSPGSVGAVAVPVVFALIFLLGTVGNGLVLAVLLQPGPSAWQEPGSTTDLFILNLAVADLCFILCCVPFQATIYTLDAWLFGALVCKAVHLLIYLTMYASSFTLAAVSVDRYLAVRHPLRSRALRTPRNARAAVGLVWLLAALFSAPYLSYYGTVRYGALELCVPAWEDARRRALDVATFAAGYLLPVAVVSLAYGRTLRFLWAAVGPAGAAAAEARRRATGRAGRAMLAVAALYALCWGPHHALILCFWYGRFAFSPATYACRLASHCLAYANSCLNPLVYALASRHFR
MEKK2mut PB1 HTS = MEK5 binding signal on mutant MEKK2 PB1, primary screen, biochemical, multiplex bead flow cytometry, Alexa488-MEK5; Alexa488-MEK5 binding to MEKK2 mutant; percent response, % at 10 µM; 0.35% of 290,000 active; in the data active = percent response above about 24%, passing the limit was not always enough; note: inactives centre near 1; some results filed as inactive read as strong as hits
OXTR potentiator = human OXTR potentiators, primary screen, fluorescence, CHO-OTR cells, Fluo-8 calcium | Fluo-8 calcium fluorescence, potentiator mode; 0% = oxytocin EC15, 100% = EC100 | activation, % at 3 µM | 0.061% of 320,000 active;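 active = activation above that plate's cutoff, the mean activation of tested compounds plus 3 SD, cut at about 6.6% in these data, passing the limit was not always enough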;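 note: 100% uses oxytocin at 75 nM as the full agonist control; some results filed as inactive read as strong as hits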
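Measured by – Fluo-8 calcium dye fluorescence · Test system – human OTR in CHO cells · Dosing – one concentration, 3.0 µM compound · Controls – EC15 oxytocin alone as 0%, 75 nM oxytocin as 100% · Evaluation – normalized max/min fluorescence ratio, % activation · Timing – 6 min pre-incubation, 100 s read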
* hit, by the source's call; / = no result given.

| canonical_smiles | MEKK2wt PB1 HTS | M18AAP inhibitor | GPR7 antag | OXTR ag | V1aR counter | NALP1 yeast inh | GalR3 antag | MEKK2mut PB1 HTS | OXTR potentiator |
| --- | --- | --- | --- | --- | --- | --- | --- | --- | --- |
| Cc1cc(CNC(=O)c2cc(-c3ccccc3)nc3ccccc23)nn1C | 99 | 6 | -18 | -1.3 | -0.1 | 14 | 6 | 1 | -13 |
| COc1cc(C(=O)OCc2ccc([N+](=O)[O-])cc2)cc(OC)c1OC | 92 | -1 | -11 | 0.0 | 1.7 | 16 | -3 | -8 | 1 |
| CC(C)c1onc(C(=O)N2CCOCC2)c1[N+](=O)[O-] | 73 | -7 | 17 | 0.9 | 0.1 | 20 | -2 | -19 | 0 |
| Cc1cc(C)nc(SSc2nc(C)cc(C)n2)n1 | 113 | 61* | -1 | 2.9 | 4.6 | 8 | -11 | 9 | -9 |
| O=C(NCc1nnc(SC/C=C/c2ccccc2)o1)c1ccco1 | 96 | 8 | 7 | 0.6 | 2.6 | 10 | -4 | -1 | 1 |
| COCCn1c(=NC(=O)CSCC(=O)Nc2cc(C)on2)sc2cc(C(=O)OC)ccc21 | 98 | -3 | 19 | -0.3 | -0.7 | 25 | -4 | -1 | -3 |
| CCOC(=O)N1CCN(C(=O)C2CCN(S(=O)(=O)c3ccc(F)cc3)CC2)CC1 | 107 | 3 | 3 | -0.5 | 0.4 | 12 | -2 | 3 | -13 |
| COc1ccccc1C(=O)Nc1nnc(S(=O)(=O)N2CCOCC2)s1 | 103 | 1 | 15 | -0.2 | 1.7 | 27 | -9 | 11 | 5 |
| CCOc1ccc(NC(=O)C2CCN(S(=O)(=O)c3ccc4c(c3)N(C(C)=O)CCO4)CC2)cc1 | 97 | -9 | -12 | -0.7 | 0.4 | 14 | 2 | -1 | -10 |
| Cc1ccc(S(=O)(=O)N(C)CC(=O)OCC(=O)N2CCN(c3ccccc3)CC2)cc1 | 103 | -1 | -14 | 0.3 | 1.9 | 15 | 4 | 0 | 0 |
| COc1ccc(S(=O)(=O)N2CCN(C(=O)c3cccnc3)CC2)cc1OC | 102 | 5 | -21 | -0.3 | -0.5 | 3 | -8 | 4 | -10 |
| Nc1nonc1-n1nnc(C(=O)N/N=C/c2ccncc2)c1-c1cccs1 | 102 | 4 | 0 | 1.7 | 2.5 | 12 | -4 | 1 | -8 |

Brought forward from above: six entries; new compounds follow.
| canonical_smiles | MEKK2wt PB1 HTS | M18AAP inhibitor | GPR7 antag | OXTR ag | V1aR counter | NALP1 yeast inh | GalR3 antag | MEKK2mut PB1 HTS | OXTR potentiator |
| --- | --- | --- | --- | --- | --- | --- | --- | --- | --- |
| CCOC(=O)N1CCN(C(=O)C2CCN(S(=O)(=O)c3ccc(F)cc3)CC2)CC1 | 107 | 3 | 3 | -0.5 | 0.4 | 12 | -2 | 3 | -13 |
| COc1ccccc1C(=O)Nc1nnc(S(=O)(=O)N2CCOCC2)s1 | 103 | 1 | 15 | -0.2 | 1.7 | 27 | -9 | 11 | 5 |
| CCOc1ccc(NC(=O)C2CCN(S(=O)(=O)c3ccc4c(c3)N(C(C)=O)CCO4)CC2)cc1 | 97 | -9 | -12 | -0.7 | 0.4 | 14 | 2 | -1 | -10 |
| Cc1ccc(S(=O)(=O)N(C)CC(=O)OCC(=O)N2CCN(c3ccccc3)CC2)cc1 | 103 | -1 | -14 | 0.3 | 1.9 | 15 | 4 | 0 | 0 |
| COc1ccc(S(=O)(=O)N2CCN(C(=O)c3cccnc3)CC2)cc1OC | 102 | 5 | -21 | -0.3 | -0.5 | 3 | -8 | 4 | -10 |
| Nc1nonc1-n1nnc(C(=O)N/N=C/c2ccncc2)c1-c1cccs1 | 102 | 4 | 0 | 1.7 | 2.5 | 12 | -4 | 1 | -8 |
| Cn1c(=O)[nH]c(=O)c2c1nc(N1CCCC1)n2CCCSc1nnnn1-c1ccccc1 | 105 | -8 | 5 | -0.1 | 0.1 | 17 | -2 | -2 | 1 |
| COc1ccc(S(=O)(=O)N2CCCCC2)cc1NC(=O)c1ccco1 | 103 | -3 | -8 | -0.3 | 0.4 | 18 | -2 | 5 | -4 |
| COc1ccccc1C(=O)NCC(=O)NNC(=O)c1cccs1 | / | / | / | -0.2 | 0.8 | / | -1 | / | -4 |
| COc1ccc(NC(=O)CSc2nccn2-c2ccccc2)c(OC)c1 | 101 | -6 | 8 | 0.6 | 1.7 | 8 | -2 | 2 | -13 |
| COC(=O)c1cccc(S(=O)(=O)N2CCCCC2)c1 | 104 | -1 | 4 | 0.0 | -0.9 | -42 | -4 | 5 | 6 |
| O=C(CSc1nnc2n(C3CCCCC3)c(=O)c3ccccc3n12)OC1CCCCC1 | 105 | -12 | -15 | -0.3 | -0.3 | 11 | -6 | 4 | 4 |
| O=C(O)C1CCC(CNS(=O)(=O)c2ccc(Br)cc2)CC1 (configuration not stated) | 108 | -15 | 6 | -0.1 | -0.9 | 11 | -10 | 1 | -3 |
| CCOc1ccc(C2=CSC3=NCCN23)cc1Cl | 124 | -7 | 0 | -0.6 | -0.6 | 10 | -2 | 7 | 0 |
| O=C(NC1CCCC1)C(c1cccnc1)N(Cc1ccccc1)C(=O)c1csnn1 (configuration not stated) | 102 | 4 | 0 | 0.0 | -0.4 | 9 | -10 | 1 | -8 |
| CCOC(=O)c1c(S(=O)(=O)NCC(=O)Nc2ccccc2)c(C)n(C)c1C | 96 | -12 | -10 | -0.9 | -0.5 | 22 | 2 | -2 | -7 |
| CC1CN(C(=O)CS(=O)(=O)Cc2ccccc2)CC(C)O1 (configuration not stated) | 107 | -2 | 5 | -0.2 | -0.6 | 17 | -9 | -1 | -10 |
| O=C1COc2ccc(C(=O)COC(=O)c3ccccc3[N+](=O)[O-])cc2N1 | / | / | / | 1.8 | 4.0 | / | 2 | / | -8 |
| CCCCN(C)CCCNC(=O)Cn1c(=O)sc2ccccc21 | 102 | -10 | 3 | 0.3 | 0.6 | 8 | -6 | 2 | -17 |
| COc1ccc(CNC(=O)COC(=O)C(CCSC)N2C(=O)c3ccccc3C2=O)cc1 (configuration not stated) | / | / | / | 1.1 | 0.5 | / | 0 | / | -2 |
| CS(=O)(=O)Nc1ccc(C(=O)Nc2ccccc2-c2ccccc2)cc1 | 108 | -3 | -19 | 1.8 | 0.9 | 16 | -8 | 10 | 2 |
| COc1ccc(Cl)cc1NC(=O)CN(C)C(=O)c1cn2ccccc2n1 | / | / | / | 0.2 | 0.1 | / | -8 | / | -7 |
| CC(C)c1ccc(C(=O)NC2=NCCS2)cc1 | 106 | -3 | -1 | -0.1 | 0.2 | 23 | 1 | 4 | -3 |
| CC(Oc1ccc2c3c(c(=O)oc2c1)CCC3)C(=O)NCCCn1ccnc1 (configuration not stated) | 98 | -5 | -2 | 0.8 | -0.3 | 8 | 2 | 2 | -6 |
| COc1ccc(C(C(=O)NC2CCCC2)N(Cc2cccs2)C(=O)c2ccn[nH]2)cc1OC (configuration not stated) | 95 | -4 | -5 | -0.2 | -0.3 | -1 | -7 | -1 | 1 |
| Cc1cccc(C(=O)OCC(=O)NC(=O)c2ccccc2)c1O | / | / | / | 0.7 | 0.7 | / | -4 | / | -13 |
| CCCN(Cc1nnc(-c2ccccc2Cl)o1)C(=O)c1cc(S(=O)(=O)N2CCOCC2)ccc1F | / | / | / | 0.7 | 0.8 | / | 5 | / | 2 |
| O=C(COC(=O)c1c2c(nc3ccccc13)CCCC2)Nc1ccc2c(c1)OCO2 | 100 | 0 | 11 | -1.9 | -1.3 | -19 | -3 | 6 | -23 |
| Cn1cc(C(=O)c2ccccc2)cc1-c1nc2ccccc2n1C | 114 | -8 | -8 | -0.8 | 3.4 | 40 | -2 | 8 | -5 |
| CCN1CCN(c2ccc(N3CCN(C(=O)c4ccc(Br)o4)CC3)nn2)CC1 | / | / | / | 1.2 | -0.5 | / | -6 | / | 0 |
| CCCNC(=O)c1cnc(-c2ccccc2)nc1-c1ccccc1 | 99 | -6 | -16 | -1.3 | -0.3 | -3 | -4 | 1 | -7 |
| CCN(CCNC(=O)C1CCCN(c2ncnc3c2nc2n3CCCCC2)C1)Cc1ccccc1 (configuration not stated) | 100 | -12 | -6 | 0.1 | -0.3 | 24 | 2 | 5 | -6 |
| N#Cc1cc(NC2CCCC2)c([N+](=O)[O-])cc1C#N | 99 | 4 | -14 | -1.8 | 1.1 | -9 | 4 | -2 | -7 |
| OC(CNCc1ccc2c(c1)OCO2)COc1ccccc1 (configuration not stated) | 93 | -5 | -1 | 3.7 | 2.1 | / | -7 | -5 | -13 |
| C=CCON/C(CCC)=C1\C(=O)CC(C)(C)CC1=NC | 93 | 1 | 3 | -0.1 | -0.1 | -9 | 4 | -5 | 6 |
| CCN(C(=O)Nc1ccccc1OC)c1c(N)n(Cc2ccccc2)c(=O)[nH]c1=O | 97 | 4 | -2 | -0.6 | 0.0 | -8 | 0 | -2 | -10 |
| COc1ccc(-c2sc3ccccc3c2-c2ccc(OCCN3CCOCC3)cc2)cc1 | / | / | / | 2.3 | 1.8 | / | -4 | / | 1 |
| Nc1c(-c2ccccc2)cnc2ncnn12 | 102 | -15 | -3 | 0.8 | 2.8 | 5 | -3 | 4 | -14 |
| Cc1cc(F)ccc1NC(=O)C1CCCO1 (configuration not stated) | 98 | -3 | -10 | -0.1 | 0.1 | -10 | -2 | 1 | -2 |
| CCOc1ccc(CNC(=O)CN2C(=O)CSc3ccc(S(=O)(=O)N4CCOCC4)cc32)cc1OC | 101 | -3 | 13 | -0.5 | 0.1 | 4 | -5 | 1 | -7 |
| O=C(c1ccco1)N1CCN(C(=S)NCc2ccc(F)cc2)CC1 | 112 | 3 | -6 | 2.1 | 1.5 | 2 | -2 | 7 | -5 |
| O=C(COC(=O)CNC(=O)c1ccccc1Cl)Nc1cc(C(F)(F)F)ccc1Cl | / | / | / | 2.1 | 1.5 | / | -7 | / | -2 |
| O=C(COC(=O)CCC(=O)c1cccs1)Nc1cccc(F)c1 | / | / | / | 3.2 | 3.9 | / | -5 | / | 0 |
| Cc1ccc(NC(=O)c2cc(=O)[nH]c3ccc(S(=O)(=O)N4CCOCC4)cc23)nc1 | / | / | / | 0.0 | 0.4 | / | -3 | / | -1 |
| COc1cc(C(=O)NCCOc2ccccc2C)cc(OC)c1OC | 106 | -14 | -2 | -0.8 | 1.4 | 21 | 5 | 3 | 4 |
| CCCn1cnc2cc(NCc3cccc(OC)c3O)ccc21 | 99 | 13 | 9 | 2.6 | 1.6 | 2 | -4 | 1 | 0 |
| COc1ccccc1NS(=O)(=O)c1ccc(C(=O)OCC(=O)NCc2ccco2)cc1 | 108 | 6 | -2 | 3.2 | 6.0 | -9 | -5 | 10 | -17 |
| Cc1oc2ccc(OCc3ccccc3F)cc2c1C(=O)O | 105 | -3 | 1 | 1.6 | 0.3 | 1 | -2 | 0 | -1 |

The order is random (roughly 4.1% active in at least one column).
